# AMA1-RON2 inh: AMA1-RON2 (P. falciparum) interaction inhibition | 0.2% of 360,000 active | Potency, µM (top dose mostly 58.2 µM), for inactives: at the top dose activity change, negative = inhibition, actives largely listed as inhibitors | AlphaScreen AMA1-biotinylated RON2 peptide binding;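 note: potency is the fitted concentration of half-maximal effect; 0% = vehicle wells and -100% = peptide control; nearly all actives have a fitted effect of over 45% in size; some results filed as inactive show a strong effect at the top dose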
#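 AMA1 (3D7) with his tag at 25 nM final met compounds first, then biotinylated RON2 peptide at 25 nM; detection used donor plus acceptor beads, 10 µg/mL apiece, read by AlphaScreen after 30 min at room temperature.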
# HCMV antiviral: blocks human cytomegalovirus replication; HFF cells, HCMV-luciferase reporter, 72 h; active compounds read low; activity change, negative = inhibition, % at 57.5 µM; 4.5% of 410,000 active; AID 1259415; in the data active = activity change below about -60%; inconclusive = no clear call, values can overlap the other calls; inactive = above about -39%
#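 Screen run at 2 compound doses on HFFs infected with reporter HCMV, MOI 1 PFU/cell. Luciferase activity from cell lysates at 72 h post infection gave inhibition relative to buffer-only and Salinomycin wells.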
# Sm TGR inh: S. mansoni TGR enzyme inhibition; AID 485364; Potency, µM (top dose mostly 114 µM), inactives show at the highest dose activity change, negative = inhibition, actives largely listed as inhibitors; Q962Y6; 3% of 360,000 active; purified TGR, DTNB reduction, TNB absorbance 405 nm; note: potency is the fitted concentration of half-maximal effect; nearly all actives have a fitted effect of over 60% in size
#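 First, TGR (20 nM dispensed) and NADPH were mixed with compound. Second, a 15 min room-temperature incubation followed. Third, further NADPH and then DTNB were added to start the reaction. Finally, TNB absorbance was monitored kinetically.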
# Giardia FBPA inh: blocks Giardia fructose-bisphosphate aldolase activity; Potency, µM (highest dose often 59.6 µM), without a hit: at the highest dose activity, negative = inhibition, usual class: inhibitors; purified Giardia FBPA; 0.71% of 290,000 active; AID 2451; note: potency is the fitted concentration of half-maximal effect; nearly all actives have a fitted effect of over 55% in size
# Target sequence (A8B2U2 whole entry, looked up): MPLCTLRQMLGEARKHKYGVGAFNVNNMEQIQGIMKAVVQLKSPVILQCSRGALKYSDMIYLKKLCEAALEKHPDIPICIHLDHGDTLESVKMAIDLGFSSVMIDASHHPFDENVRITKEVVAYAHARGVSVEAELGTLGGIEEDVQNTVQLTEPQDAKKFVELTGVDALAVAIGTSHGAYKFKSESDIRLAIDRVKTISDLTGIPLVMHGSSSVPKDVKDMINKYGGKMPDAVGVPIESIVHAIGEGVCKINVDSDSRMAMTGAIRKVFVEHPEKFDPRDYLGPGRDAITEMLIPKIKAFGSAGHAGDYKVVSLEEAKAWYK
#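 40 nM FBPA preincubated 10 min at RT with compound (up to 57.5 uM final), then substrate plus GAPDH/TPI/NAD/arsenate coupling and diaphorase/resazurin added. Fluorescence read after 20 min at RT, 525/598 nm.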
# AmpC detergent: AmpC beta-lactamase inhibition with detergent present | 0.041% of 370,000 active | Potency, µM (highest dose often 114 µM), for the others: at the top dose activity change, negative = inhibition, hits mostly inhibitors | AmpC hydrolysis of nitrocefin, absorbance 480 nm, 0.01% Triton;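 note: potency is the fitted concentration of half-maximal effect; 0% = no-compound wells and -100% = no-enzyme wells; nearly all actives have a fitted effect of over 25% in size; some results filed as inactive show a strong effect at the top dose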
# Target sequence (P00811 whole entry, looked up): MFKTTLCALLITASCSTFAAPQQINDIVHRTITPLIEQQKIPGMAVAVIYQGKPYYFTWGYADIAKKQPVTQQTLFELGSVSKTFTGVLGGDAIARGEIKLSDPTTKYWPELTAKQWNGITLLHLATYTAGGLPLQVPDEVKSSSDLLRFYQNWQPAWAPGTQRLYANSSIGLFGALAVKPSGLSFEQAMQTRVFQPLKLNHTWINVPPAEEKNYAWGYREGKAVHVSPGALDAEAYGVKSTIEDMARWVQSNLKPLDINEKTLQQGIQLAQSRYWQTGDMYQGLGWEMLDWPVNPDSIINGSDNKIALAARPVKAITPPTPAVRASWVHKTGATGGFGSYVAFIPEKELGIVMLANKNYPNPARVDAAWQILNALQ
#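 AmpC (5.3 nM in the dispensed reagent) in 20 mM phosphate pH 7.0 with 0.01% (detergent screen) or 0.0001% Triton X-100 was preincubated with compounds for 15 min at room temperature. Nitrocefin was then added from an 800 uM solution, and hydrolysis was followed at 480 nm.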
# AmpC inh no detg: AmpC beta-lactamase inhibition without detergent | P00811 | AmpC nitrocefin hydrolysis, absorbance 480 nm, 0.0001% Triton | Potency, µM (doses to about 57.1 µM), for inactives: at the highest dose activity change, negative = inhibition, hits mostly inhibitors | 0.52% of 330,000 active | AID 485341;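 note: potency is the fitted concentration of half-maximal effect; plate controls were no compound for no effect and no enzyme for full effect; nearly all actives have a fitted effect of over 20% in size; some results filed as inactive show a strong effect at the top dose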
#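 AmpC (5.3 nM in the dispensed reagent) in 20 mM phosphate pH 7.0 with 0.01% (detergent screen) or 0.0001% Triton X-100 was preincubated with compounds for 15 min at room temperature. Nitrocefin was then added from an 800 uM solution, and hydrolysis was followed at 480 nm.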
# * = called active by the depositor; ? = inconclusive; · = no result given; [ ] = another dose, or the depositor's remark. Unless noted, calls come from the whole dose curve; as a rule, active = well fitted curve in the direction sought with a large enough effect; inconclusive = small, poorly fitted or top-dose-only effect, or another doubt; inactive = no such curve, though single readings can be large; an effect the other way counts as inactive or inconclusive. Unless noted, % is set by controls: 0 for no effect and ±100 for the full control effect.
1: Cc1cc(C(=O)NCc2cccc(Cl)c2)c2ccccc2n1
2: CC1CC(C)(C)CC2(C1)NC(=O)N(CC(=O)NCCc1ccc3c(c1)OCCO3)C2=O (centres undefined)
3: Cc1cc(C)nc(SCc2ccc(C(=O)N/N=C/c3ccco3)cc2)n1
4: CCC(C)NC(=O)Cn1cc(S(=O)(=O)N2CCCC2)c(S(=O)(=O)N2CCCC2)c1 (centres undefined)
5: COc1cccc(CNC(=O)CCNC(=O)Cn2ccc3ccccc3c2=O)c1
6: Nc1nc2c(s1)CCc1c-2cnn1-c1ccccc1
7: CC(C)NC(=O)c1cccc(Br)c1
8: CSc1cccc(NC(=S)Nc2ccc(F)cc2)c1
9: COc1ccccc1NC(=S)N(CCCN1CCOCC1)Cc1cn(C)c2ccccc12
10: Cc1cc(C)n(-c2nc(SCCN(C)C)c3c4c(sc3n2)CCCC4)n1
assay / compound,1,2,3,4,5,6,7,8,9,10
AMA1-RON2 inh,7%,-2%,9%,4%,0%,8%,4%,0%,-19%,20%
HCMV antiviral,·,20,12,0,13,·,-16,-8,-94*,-33
Sm TGR inh,6%,-4%,32µM*,-22%,2%,2.8µM*,-7%,-15%,-7%,5%
Giardia FBPA inh,13%,2%,-18%,·,1%,0.4µM*,5%,-7%,0%,10%
AmpC detergent,2%,-6%,-2%,-1%,-1%,89µM*,-6%,7%,?,-8%
AmpC inh no detg,77%[activator],12%,-45%,-9%,9%,-49%,-40%,-24%,153%[activator],159%[activator]

11: Nc1nc2n(n1)C(c1cccc(Br)c1)CC(c1ccccc1)N2 (centres undefined)
12: CCN(CC)CC(=O)NC12CC3CC(CC(C3)C1)C2
13: COc1ccc(NC(=O)c2cccnc2NCCc2ccccc2)cc1
14: COc1ccccc1N1CCN(C(=O)CCc2c(C)nn(-c3ccc(N4CCCC4)nn3)c2C)CC1
15: CCOc1cc(C(=O)Nc2ccc(S(=O)(=O)N3CCOCC3)cc2)cc(OCC)c1OCC
16: CC(C)Cn1[nH]c2c3c(ccc2c1=O)C(=O)c1ccccc1C3=O
17: CC(=O)OC[C@H]1O[C@@H](n2ccc(=O)[nH]c2=S)C(OC(C)=O)C1OC(C)=O (some centres undefined)
18: COc1ccccc1NC(=O)/C=C/C(=O)O
19: O=C(c1cc(F)c(F)cc1Cl)N1CCN(S(=O)(=O)c2cccs2)CC1
20: Cc1ccc(OCCCC(=O)Nc2cc(S(=O)(=O)N3CCOCC3)ccc2N2CCOCC2)cc1
assay / compound,11,12,13,14,15,16,17,18,19,20
AMA1-RON2 inh,44%[activator],-12%,8%,·,-5%,-9%,-3%,0%,-10%,13%
HCMV antiviral,2,72,3,11,-19,·,-5,5,-4,-10
Sm TGR inh,3%,-6%,-3%,0%,-1%,6%,2%,-24%,0%,-9%
Giardia FBPA inh,3%,-3%,1%,·,-1%,?,-12%,-1%,·,·
AmpC detergent,?,2%,-6%,11%,-10%,-3%,?,-2%,?,0%
AmpC inh no detg,?,-17%,-25%,·,3%,-35%,-1%,-28%,-19%,5%

# The listing continues:
# Letters: A = AMA1-RON2 inh; B = HCMV antiviral; C = Sm TGR inh; D = Giardia FBPA inh; E = AmpC detergent; F = AmpC inh no detg
(21) Cc1sc2nc(SCC(=O)NCc3ccco3)n(C)c(=O)c2c1C
  A: 2%	B: ?	C: -7%	D: 21%	E: -10%	F: 22%

(22) O=C(Nc1cccc(NC(=O)c2cncc(Br)c2)c1)c1cncc(Br)c1
  A: 9%	B: -33	C: 3%	D: -3%	E: ?	F: -45%

(23) CC(C)(C)c1ccc(C(=O)NCc2ccc(Cl)cc2)cc1
  A: -2%	B: -16	C: 9%	D: 0%	E: 4%	F: -4%

(24) CCOC(=O)CC(=O)CSc1nc2ccc(C)cc2cc1C#N
  A: 24%	B: 72	C: -4%	D: -17%	E: ?	F: -33%

(25) CC(C)=CC(=O)OCC(=O)Nc1ccccc1Cl
  A: 25%	B: 24	C: 3%[11.4 µM]	D: 3%	E: 2%	F: -11%

(26) N#C/C(=C(/O)COC(=O)CSc1ccc2ccccc2c1)c1nc2ccccc2[nH]1
  A: 81%[activator]	B: -102*	C: -7%	D: -2%	E: -13%	F: -49%

(27) CC(NC(=O)c1ccc(NC(=O)CC2SC(N3CCCC3)=NC2=O)cc1)c1ccc(S(N)(=O)=O)cc1 (centres undefined)
  A: -11%	B: -28	C: 2%	D: ·	E: -15%	F: -20%

(28) COC(=O)c1c(NC(=O)c2nc3nc(C)cc(C(F)F)n3n2)sc2c1CCC2
  A: 12%	B: -27	C: -1%	D: 6%	E: -3%	F: -15%

(29) COC(=O)C1(Cc2cc(-c3cccc(Br)c3)no2)CCN(C(=O)OC(C)(C)C)CC1
  A: -5%	B: -32	C: 0%	D: -6%	E: -11%	F: 86%[activator]

(30) Cc1cc(C)c(NC(=O)c2sc3nc4c(cc3c2N)C(=O)CC(C)(C)C4)c(C)c1
  A: -8%	B: ?	C: 7%	D: -4%	E: -6%	F: -49%

(31) COc1cc(CC(=O)OCC(=O)N2CC(=O)Nc3ccccc32)cc(OC)c1OC
  A: -2%	B: 41	C: -2%	D: -1%	E: -1%	F: -16%

(32) O=C(CSc1nnnn1-c1cccc2ccccc12)N1CCOCC1
  A: -5%	B: 78	C: 4%	D: 1%	E: ?	F: 2%

(33) O=[N+]([O-])c1cc([N+](=O)[O-])c(Oc2cncc(Cl)c2)cc1NC1CCCCCCC1
  A: -1%	B: -8	C: 3%	D: 9%	E: -11%	F: -12%

(34) O=C(CC(=O)c1ccccc1O)c1cccc(F)c1
  A: 41%[activator]	B: ·	C: 5%	D: ?	E: -6%	F: -38%

(35) COCCNC(=O)CSc1nc2ccc(N3CCOCC3)cc2c(=O)n1CCc1ccccc1
  A: 26%	B: 12	C: -25%	D: ?	E: ?	F: 35%

# Shown with values under each structure: entries from further up
# Every second line gives: AMA1-RON2 inh	HCMV antiviral	Sm TGR inh	Giardia FBPA inh	AmpC detergent	AmpC inh no detg
21) Cc1sc2nc(SCC(=O)NCc3ccco3)n(C)c(=O)c2c1C
 : 2%	?	-7%	21%	-10%	22%
22) O=C(Nc1cccc(NC(=O)c2cncc(Br)c2)c1)c1cncc(Br)c1
 : 9%	-33	3%	-3%	?	-45%
23) CC(C)(C)c1ccc(C(=O)NCc2ccc(Cl)cc2)cc1
 : -2%	-16	9%	0%	4%	-4%
24) CCOC(=O)CC(=O)CSc1nc2ccc(C)cc2cc1C#N
 : 24%	72	-4%	-17%	?	-33%

# Remaining list, next part.
# Letters: A = AMA1-RON2 inh; B = HCMV antiviral; C = Sm TGR inh; D = Giardia FBPA inh; E = AmpC detergent; F = AmpC inh no detg
(36) Cc1ccnc(NC(=O)CN2C(=O)c3ccccc3C2=O)c1
  A: -7%	B: -8	C: -6%	D: 9%	E: -9%	F: -31%

(37) O=C(O)c1cn(-c2ccccc2)nc1-c1ccc(F)cc1
  A: 1%	B: 0	C: 7%	D: -4%	E: 2%	F: -16%

(38) COC(=O)CSC1=C(C#N)C(c2ccsc2)CC(=O)N1 (centres undefined)
  A: 12%	B: 1	C: -2%	D: -5%	E: -3%	F: -16%

(39) Cc1ccc(-c2ccc(CCC(=O)O)o2)cc1
  A: 8%	B: 36	C: 13µM*	D: 13%	E: -3%	F: -6%

(40) CN(C)c1nc(=Nc2cccc(Cl)c2)ss1
  A: 40%[activator]	B: ?	C: -23%	D: ?	E: 0%	F: -28%

(41) CCN(CC)c1ccc(CN(C(=O)c2cc(=O)c3ccccc3o2)C2CCS(=O)(=O)C2)cc1 (centres undefined)
  A: ·	B: 16	C: 1%	D: ·	E: 4%	F: ·

(42) O=C(O)CCn1cc(C2CC(c3ccccc3)=NN2c2ccccc2)c(-c2ccccc2)n1 (centres undefined)
  A: 18%	B: 53	C: -12%	D: 14%	E: -4%	F: 140%[activator]

(43) Cc1ccc(CSc2nnc(SCC(=O)N/N=C/C=C/c3ccccc3[N+](=O)[O-])s2)cc1
  A: 44%[activator]	B: -78*	C: 2%	D: 7%	E: -3%	F: -37%

(44) COc1ccc(C(C)=O)cc1CSC(=N)N
  A: 14%	B: -22	C: -3%	D: -3%	E: -3%	F: -17%

(45) Cc1noc(C)c1COc1ccccc1C(=O)N(C)Cc1ccc(C(C)(C)C)cc1
  A: -13%	B: ?	C: -15%	D: ·	E: -7%	F: 133%[activator]

(46) COc1cc(OC)cc(C(=O)NNc2nc3cc4c(cc3s2)OCO4)c1
  A: 74%[activator]	B: 18	C: -4%	D: -12%	E: 0%	F: -29%

(47) CCOC(=O)c1cc2nc(-c3ccccc3)cc(C)n2n1
  A: -10%	B: 0	C: -6%	D: 8%	E: -1%	F: -1%

(48) Cc1cc(C(=O)N/N=C/c2cn[nH]c2-c2ccccc2)cs1
  A: -3%	B: -33	C: -1%	D: 4%	E: 7%	F: -46%

(49) COc1ccc(S(=O)(=O)N(C(=O)c2ccncc2)c2ccc(OC(=O)c3ccncc3)cc2)cc1
  A: -11%	B: 15	C: ?	D: -4%	E: 2%	F: 170%[activator]

(50) S=C(c1ccc(-c2ccc(Cl)cc2Cl)o1)N1CCCCC1
  A: ?	B: 224	C: -15%	D: 17%	E: -4%	F: -39%

(51) Cc1ccc(/C=N/n2c(C)nnc2C)o1
  A: 9%	B: 3	C: -5%	D: 7%	E: -2%	F: -22%

(52) Cc1ccc(NC(=O)Cn2c(C)cc(C)c(C#N)c2=O)cc1F
  A: ·	B: 3	C: 3%	D: ·	E: 7%	F: ·

(53) CCN(CC)S(=O)(=O)c1ccc(NC(=O)COC(=O)c2cc(S(=O)(=O)Nc3ccc(OC)cc3)ccc2O)cc1
  A: -23%	B: -30	C: 9%	D: -7%	E: 3%	F: 2%

(54) CCOc1ccc(CCNC(=O)c2cc(-c3ccccc3)c(N3CCOCC3)s2)cc1OCC
  A: ?	B: -32	C: -4%	D: 17%	E: -5%	F: 148%[activator]

(55) O=C(O)C1CCCCC1C(=O)Nc1ccc(Cl)cc1Cl (centres undefined)
  A: ?	B: 21	C: 6%	D: 0%	E: -5%	F: -10%

(56) CC1CCc2nc3ccc(S(=O)(=O)N4CCC(C(=O)NC(C)c5ccccc5)CC4)cc3c(C(=O)O)c2C1 (centres undefined)
  A: -7%	B: -3	C: -9%	D: -25%	E: -12%	F: -44%

# Only Giardia FBPA inh and AmpC detergent, for 4 of the compounds above:
no.	Molecule	Giardia FBPA inh	AmpC detergent
52	Cc1ccc(NC(=O)Cn2c(C)cc(C)c(C#N)c2=O)cc1F	·	7%
54	CCOc1ccc(CCNC(=O)c2cc(-c3ccccc3)c(N3CCOCC3)s2)cc1OCC	17%	-5%
55	O=C(O)C1CCCCC1C(=O)Nc1ccc(Cl)cc1Cl (centres undefined)	0%	-5%
51	Cc1ccc(/C=N/n2c(C)nnc2C)o1	7%	-2%
